Screening data from PubChem.
NPY1 pot ag: NPY-Y1 receptor potentiators or agonists, primary screen, cell-based; Neuropeptide Y receptor type 1 (Homo sapiens), P25929; NPY-Y1 expressing cells, potentiator/agonist activation; activation, % at 3.6 µM; 220,000 tested, 0.37% active; AID 1304, 2008; in the data active means activation above about 33%, passing the limit was not always enough;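 further: cells stimulated with NPY at EC10 then isoproterenol at EC100; 0% = low agonist plus stimulus and 100% = saturating agonist plus stimulus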
Target sequence (P25929 whole entry, looked up): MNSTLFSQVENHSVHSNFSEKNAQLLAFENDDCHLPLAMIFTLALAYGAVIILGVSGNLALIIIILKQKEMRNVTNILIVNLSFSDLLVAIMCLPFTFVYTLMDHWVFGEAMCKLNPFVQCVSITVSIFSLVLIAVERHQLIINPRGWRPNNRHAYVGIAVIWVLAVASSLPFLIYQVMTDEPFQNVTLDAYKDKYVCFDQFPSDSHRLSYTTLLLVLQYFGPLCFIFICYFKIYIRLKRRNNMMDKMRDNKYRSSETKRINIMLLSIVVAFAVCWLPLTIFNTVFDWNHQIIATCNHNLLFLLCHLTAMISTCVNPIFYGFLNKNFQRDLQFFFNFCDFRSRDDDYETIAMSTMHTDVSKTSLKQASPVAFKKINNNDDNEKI
PPC-1+TRAIL kill: compounds killing PPC-1 cancer cells with TRAIL present, primary screen, TRAIL potentiator project, ATPLite luminescence, uHTS; 220,000 tested, 0.41% active; cell killing (% activity), % at 4 µM; PPC-1 cells + TRAIL, ATPLite viability luminescence;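 active means cell killing above 50% in the first pass at 4 µM, then a duplicate retest at 5 µM averaging 50% or more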;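 further: plate controls were cells with TRAIL plus DMSO for no effect and medium-only wells lacking cells for full effect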
TRPML3 agonist: human TRPML3 channel agonists, primary screen, cell-based, HEK293 TRPML3-YFP, Fluo-8 calcium fluorescence, 3 µM; activation, % at 3 µM; Mucolipin-3 (Homo sapiens), Q8TDD5; 100% = the carbachol control signal; 220,000 tested, 0.29% active;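 active means activation above its plate's cutoff, the mean activation of the plate's test wells plus 3 SD, cut at about 12% in these data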;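 further: 0% = DMSO only wells and 100% = carbachol wells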
Target sequence (Q8TDD5 whole entry, looked up): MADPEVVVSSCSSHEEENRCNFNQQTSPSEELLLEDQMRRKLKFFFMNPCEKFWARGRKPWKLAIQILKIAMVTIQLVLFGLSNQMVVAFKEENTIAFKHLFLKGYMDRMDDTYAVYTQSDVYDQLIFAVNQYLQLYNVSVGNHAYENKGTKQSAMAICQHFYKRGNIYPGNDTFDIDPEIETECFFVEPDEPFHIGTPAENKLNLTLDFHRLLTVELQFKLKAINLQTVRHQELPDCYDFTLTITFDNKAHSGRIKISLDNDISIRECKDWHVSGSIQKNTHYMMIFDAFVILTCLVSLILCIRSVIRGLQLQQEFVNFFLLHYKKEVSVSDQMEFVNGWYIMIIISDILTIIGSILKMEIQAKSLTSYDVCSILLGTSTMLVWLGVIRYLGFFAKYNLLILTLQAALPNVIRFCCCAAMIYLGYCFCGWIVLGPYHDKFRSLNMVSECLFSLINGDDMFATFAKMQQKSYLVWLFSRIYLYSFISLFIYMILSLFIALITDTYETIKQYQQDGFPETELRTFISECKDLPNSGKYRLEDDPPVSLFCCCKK
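Test system: HEK293 cells stably carrying human TRPML3-YFP; Doses: single dose, 3 µM final nominal compound, 0.3% DMSO final; Schedule: dye loading 1 h 37 °C then 30 min ambient, 125 s read; Technique: Fluo-8 calcium fluorescence; Benchmarks: high control carbachol 87 µM, low control DMSO.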
EP2 modulator: EP2 receptor modulators, cAMP readout, primary screen, cell-based, HTRF cAMP, PGE2 stimulation. Prostaglandin E2 receptor EP2 subtype (Homo sapiens), P43116. EP2-expressing cells, cAMP HTRF FRET, PGE2 co-stimulation. induction, % at 25 µM. 260,000 tested, 0.83% active. AID 940, 2007;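 active means compounds whose cAMP rise, as percent of the full-agonist control response, exceeds 60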;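 further: rat C6 glioma line stably carrying human EP2 under a CMV promoter; the protocol text gives 20 µM as final concentration; 100% = response of wells given 1 µM PGE2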
CHOP inh: inhibitors of CHOP promoter induction, primary screen, cell-based, unfolded protein response, luciferase reporter; CHO-K1 CHOP-promoter luciferase, tunicamycin-induced, 15-18 h; inhibition, % at 10 µM; 220,000 tested, 3.8% active; AID 2732, 2010;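 active means compounds that reduced the stress-induced luciferase reporter signal by more than about 70% of percent inhibition, limit read from the data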;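 further: 0% = tunicamycin plus vehicle and 100% = wells without tunicamycin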
14-3-3 Bad inh: inhibitors of 14-3-3 zeta/Bad binding, primary screen, biochemical, TR-FRET, bovine 14-3-3 zeta; 14-3-3 protein zeta/delta (Bos taurus), P63103; TR-FRET 14-3-3zeta/Dy647-pBad peptide displacement, 1 h; inhibition, % at 21.7 µM; 220,000 tested, 0.71% active;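 active means inhibition above about 70%, limit read from the data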;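 further: 0% = full 14-3-3 plus peptide FRET controls and 100% = background without 14-3-3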
PGE2 EP2 inh: human EP2 receptor antagonists, primary screen, TR-FRET cAMP, C6 glioma cells. C6 glioma cells expressing human EP2; cells stimulated with saturating PGE2. inhibition, % at 25 µM. 260,000 tested, 0.52% active;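 active means percent inhibition above 40 after rounding to a whole number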;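 further: rat C6 glioma host cells with rolipram phosphodiesterase inhibitor present; the protocol text gives 20 µM as final concentration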
zfTRPN1 agonist: zebrafish TRPN1 channel agonists, primary screen, cell-based, HEK293, calcium fluorescence. HEK293 zebrafish TRPN1-YFP, Fluo-8 calcium fluorescence; 100% = response to 87 µM carbachol. transient receptor potential cation channel N1 (TRPN1/NompC), Danio rerio. AID 1424, 2008. activation, % at 3 µM. 220,000 tested, 0.18% active;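 active means activation above its plate's cutoff, the mean activation of test wells on that plate plus 3 SD, cut at about 19% in these data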;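 further: 0% = DMSO alone and 100% = 87 µM carbachol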
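Material: zebrafish TRPN1-YFP in HEK293 cells; Doses: single test compound dose, 3 µM nominal, 0.3% DMSO; Timing: dye loading 1 h at 37 °C, then 30 min room temperature; Technique: intracellular calcium fluorescence with Fluo-8; Benchmarks: high carbachol 87 µM, low DMSO alone.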
NPY-Y1 antag: NPY-Y1 receptor antagonists, primary screen, cell-based | 200,000 tested, 1% active | inhibition, % at 3.6 µM | Neuropeptide Y receptor type 1 (Homo sapiens), P25929 | HEK293-CNG Y1 cells, membrane potential fluorescence; NPY at EC95, then isoproterenol;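 active means inhibition above the campaign mean inhibition of all tested compounds plus 3 SD, cut at about 20% in these data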;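 further: 0% = DMSO wells given NPY plus isoproterenol and 100% = isoproterenol alone without NPY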
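Material: HEK293 Y1/CNG channel cell line; also added: NPY (25 nM), isoproterenol (1 µM), Ro 20-1724 (25 µM); doses: one concentration, 3.6 µM, in 0.4% DMSO; schedule: compound incubation 1 h at room temperature, readout 45 min post-stimulation; technique: membrane potential fluorescence; measure: fluorescence ratio normalized to % inhibition between controls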
Numbers without * were called inactive; · = not tested or not shown; [ ] = another dose, or the depositor's remark. Some of the compounds tested. The share of hits here may be higher or lower than overall.

Every second line gives: NPY1 pot ag, PPC-1+TRAIL kill, TRPML3 agonist, EP2 modulator, CHOP inh, 14-3-3 Bad inh, PGE2 EP2 inh, zfTRPN1 agonist, NPY-Y1 antag
Cc1ccccc1Oc1nc2c(C)cccn2c(=O)c1/C=C(\C#N)C(=O)NC1CCS(=O)(=O)C1 (configuration not stated)
→ -1, 3, 1.9, -26, 12, -2, 9, 4.3, ·
CCOCCCNC(=O)C(c1ccc(C)cc1)N(Cc1ccc2c(c1)OCO2)C(=O)c1cnccn1 (configuration not stated)
→ -2, 4, 0.1, 25, -1, 2, 6, 1.4, -6
O=C(c1cccc(S(=O)(=O)N2CCOCC2)c1)N1CCCC1
→ 6, 5, 0.3, 1, 7, 7, 7, 0.2, 6
COc1ccccc1C(=O)O/N=C(\N)c1ccccn1
→ 19, 34, -0.5, -15, -3, 6, 12, 1.0, ·
Cc1ccc(Cn2nc(C)c(NC(=O)c3cc(-c4ccco4)on3)c2C)cc1
→ 0, 26, 0.1, -34, 28, 2, ·, 1.1, -8
O=C(NCC1COc2ccccc2O1)C1CCC(CNc2c(N3CCCCC3)c(=O)c2=O)CC1 (configuration not stated)
→ ·, 14, ·, 1, -6, -1, 10, ·, ·
CN1CCC(=NNC(=O)CSCc2ccccc2)CC1
→ 3, 12, -0.1, 19, 20, 3, 8, 0.9, -5
O=C(CC1CCCC1)Nc1nnc(C2CC2)s1
→ 22, 11, -0.1, 29, 45, 2[fluorescence artefact?], 11, -0.2, 2
O=C(CSc1nnc(-c2ccncc2)n1CC1CCCO1)NCc1ccccc1 (configuration not stated)
→ 5, 4, 0.3, -4, -18, 12, 11, 0.2, -1
CN(C[C@H](Cc1ccccc1)N(C[C@H](Cc1cccc2ccccc12)N(CCc1ccccc1)N=O)N=O)N=O
→ ·, 11, ·, -3, 17, -5, 11, ·, ·

Next part:
Every second line gives: NPY1 pot ag, PPC-1+TRAIL kill, TRPML3 agonist, EP2 modulator, CHOP inh, 14-3-3 Bad inh, PGE2 EP2 inh, zfTRPN1 agonist, NPY-Y1 antag
Cc1ccc(S(=O)(=O)n2[nH]c(=O)cc2N)cc1
→ -7, 0, 0.4, -10, -1, -3, -1, 1.4, 3
COc1cc(/C=C(\NC(=O)c2ccccc2)C(=O)NCC(=O)O)c([N+](=O)[O-])cc1OC
→ -3, 30, 0.7, 9, -4, -8, 2, 1.9, 6
CC1CCN(C(=O)Cn2nnc(-c3cccs3)n2)CC1
→ 3, 1, 0.3, -3, -5, -2, 14, 2.0, 7
CCC(=O)N1CCc2cc(S(=O)(=O)CCC(=O)Nc3ccc(OC)c(OC)c3)ccc21
→ 13, -1, -0.3, -15, 5, -8, 3, 0.4, -1
CCOC(=O)Cc1c(C)[nH]n(-c2ccccc2)c1=O
→ 3, 10, 0.1, -8, 8, -10, 8, -0.4, ·
CCOC(=O)COc1nc(OC)nc(N2CCOCC2)n1
→ 0, -11, 0.7, 15, 30, 2, 4, 0.9, -1
COc1ccc(CN2CCC(CO)(CCOc3ccccc3)CC2)c(OC)c1C
→ -15, 13, 2.2, -57, 13, 3, 4, 0.2, 24*
O=C(COC(=O)c1cccnc1Nc1cccc(C(F)(F)F)c1)NC1CCS(=O)(=O)C1 (configuration not stated)
→ 11, -4, 1.6, -14, 22, 5, 3, 1.8, -2
O=c1c2ccccc2oc2nc(-c3ccco3)n(Cc3ccccc3)c(=O)c12
→ -11, 0, -0.6, 29, 12, 2[fluorescence artefact?], 5, -1.6, 3
COc1ccc(C2C=C(C)Nc3nc(SC)nn32)cc1 (configuration not stated)
→ -14, 27, 0.6, 13, -12, -7, ·, -0.3, 4

More structures.
Every second line gives: NPY1 pot ag, PPC-1+TRAIL kill, TRPML3 agonist, EP2 modulator, CHOP inh, 14-3-3 Bad inh, PGE2 EP2 inh, zfTRPN1 agonist, NPY-Y1 antag
Clc1ccc(/C=N/Nc2nnc(Cl)c3ccccc23)cc1
→ -19, 22, 1.0, 12, 49, -4[fluorescence artefact?], 5, 1.1, 5
CCOC(=O)Cc1csc(NC(=O)c2ccc(S(=O)(=O)N3CCCCC3)cc2)n1
→ 5, 32, 2.8, -10, 53, 5[fluorescence artefact?], 4, 8.6, 0
COc1ccc(CCNC(=O)CCn2c(=O)c3ccccc3n(CC(=O)NCC3CCCO3)c2=O)cc1OC (configuration not stated)
→ -2, 10, 0.9, 8, -5, 6, 3, 2.4, 2
Cc1ccc(S(=O)(=O)c2cc3ccccc3oc2=Nc2ccc3c(c2)OCCO3)cc1
→ 4, 11, 0.9, 39, 19, -19[fluorescence artefact?], 13, -0.2, 3
COc1ccc(F)cc1C(=O)C1CCCN(C(=O)CCc2ccccn2)C1 (configuration not stated)
→ -2, -9, 0.1, -14, 3, -14, 4, 0.4, 6
Oc1ccc(Br)cc1-c1cc(-c2ccccc2)n[nH]1
→ 29, -3, 1.3, -65, -5, -2, 14, -0.7, -2
CCC(=O)NCc1c(Cl)cccc1-n1cccc1
→ 11, 1, -0.1, -15, -4, -4, 8, 1.0, 9
N/C(=N\OC(=O)c1ccc2c(c1)OCO2)c1ccc([N+](=O)[O-])cc1
→ 5, 20, 0.7, 17, -13, -19, 5, 0.7, -2
Cc1noc(N)c1C(=O)Nc1ccccc1F
→ 0, 8, 0.3, 27, 4, -8, 12, 0.2, 7
CCOC(=O)C1CCN(S(=O)(=O)c2ccc3c(c2)CCCN3C(C)=O)CC1
→ ·, 8, ·, -21, -29, 0, 9, ·, ·

Next section
Every second line gives: NPY1 pot ag, PPC-1+TRAIL kill, TRPML3 agonist, EP2 modulator, CHOP inh, 14-3-3 Bad inh, PGE2 EP2 inh, zfTRPN1 agonist, NPY-Y1 antag
O=C(NCc1ccco1)c1ccc([N+](=O)[O-])o1
→ 8, 24, 0.4, -6, -8, 10, 8, -0.6, 1
Cc1cc(C)c2c(N)c(C(=O)c3ccc(Cl)cc3Cl)sc2n1
→ -4, 6, -0.2, -10, 66, -34, 9, 1.0, 0
COc1ccc(CCNC(=O)c2cc(-c3cc(Cl)ccc3O)n[nH]2)cc1OC
→ 7, 1, 0.6, -114, 14, -1, 29, 2.8, ·
O=C(CSc1nc2ccc(Cl)cc2[nH]1)c1ccc2c(c1)OCO2
→ -24, 11, 0.2, -20, 59, 37, 5, -0.8, 0
Cc1nnc(C)n1/N=C/c1ccc2c(c1)OCCO2
→ -16, 11, 0.1, 19, 2, 2, 2, 0.5, 2
O=C(NCc1ccc2c(c1)OCO2)C1CCC(CNc2c(N3CCCC3)c(=O)c2=O)CC1 (configuration not stated)
→ -16, 0, 0.8, 12, 33, -3, ·, 0.2, 2
O=C(CCN1c2ccccc2Sc2ccccc21)Oc1ccccc1
→ 3, 2, 0.2, 42, 34, 7, 10, 0.5, 8
C/C(N)=C(/C#N)C(=O)COC(=O)c1cc(-c2cccc(Br)c2)nc2ccccc12
→ 6, 4, 0.1, 17, 29, 31[fluorescence artefact?], 3, -1.0, -3
C=CCC(NCc1ccccc1)c1ccccc1 (configuration not stated)
→ 18, 8, 0.6, 47, 6, 12, 6, -0.4, 4
Cc1ccc(Nc2nc3c(s2)CCC3)c(C)c1
→ -15, 10, 0.2, 56, -17, -5, 5, -0.2, 6

Three entries from above, in markdown:
| molecule | NPY1 pot ag | PPC-1+TRAIL kill | TRPML3 agonist | EP2 modulator | CHOP inh | 14-3-3 Bad inh | PGE2 EP2 inh | zfTRPN1 agonist | NPY-Y1 antag |
| --- | --- | --- | --- | --- | --- | --- | --- | --- | --- |
| O=C(CSc1nc2ccc(Cl)cc2[nH]1)c1ccc2c(c1)OCO2 | -24 | 11 | 0.2 | -20 | 59 | 37 | 5 | -0.8 | 0 |
| Cc1nnc(C)n1/N=C/c1ccc2c(c1)OCCO2 | -16 | 11 | 0.1 | 19 | 2 | 2 | 2 | 0.5 | 2 |
| O=C(NCc1ccc2c(c1)OCO2)C1CCC(CNc2c(N3CCCC3)c(=O)c2=O)CC1 (configuration not stated) | -16 | 0 | 0.8 | 12 | 33 | -3 | · | 0.2 | 2 |

Remaining list, next part:
Every second line gives: NPY1 pot ag, PPC-1+TRAIL kill, TRPML3 agonist, EP2 modulator, CHOP inh, 14-3-3 Bad inh, PGE2 EP2 inh, zfTRPN1 agonist, NPY-Y1 antag
Cc1ccc(-n2nc(C)c3c2OC(N)=C(C#N)C3c2ccncc2)cc1 (configuration not stated)
→ 27, -13, 0.7, -41, 1, 1, 3, -0.2, 24*
S=C(NCCNCc1ccccc1)NC1CCCCC1
→ 5, -1, 1.1, -17, 39, -2, 12, -0.5, 4
CS(=O)(=O)N(Cc1ccc(C(=O)NN=C2CCCC2)cc1)c1ccccc1
→ 10, -5, 0.1, 17, 17, -18, 12, 0.5, 0
N#CC1=C(N)SC2(CCCCC2)SC1c1ccccc1 (configuration not stated)
→ -2, 16, 0.5, -29, -28, 6, 11, 0.7, -4
COC(=O)c1cc(S(=O)(=O)N2CCOCC2)c(Cl)cc1N1CCOCC1
→ 0, -1, 0.4, 7, -3, -1, 3, 0.1, 9
Nc1nnc(SCC(=O)N2CCN(c3cccc(Cl)c3)CC2)n1-c1ccccc1
→ 1, ·, 0.8, 3, -30, -1[fluorescence artefact?], 1, -2.8, 6
Cn1cc(CN2CCCC(C(=O)c3ccc(-c4ccccc4)c(F)c3)C2)cn1 (configuration not stated)
→ 10, 29, 1.4, -32, 18, -10, 4, 1.6, 6
COc1ccc2[nH]c3c(N4CC(C)OC(C)C4)ncnc3c2c1 (configuration not stated)
→ -12, 6, 0.9, -11, -3, -6[fluorescence artefact?], 13, 2.8, 1
Cc1ccc(S(=O)(=O)n2c(CN3CCCC(C)C3)nc3ccccc32)cc1 (configuration not stated)
→ -3, 1, 0.1, 8, 24, -2, 7, -0.4, -5
CCCN(CCO)Cc1ccc(Cl)c(Cl)c1
→ -11, -1, 0.8, -5, 13, 53[fluorescence artefact?], 7, 1.6, 6
N/C(=N\OS(=O)(=O)c1ccccc1)c1ccncc1
→ 0, 12, 0.2, 16, 11, 40[fluorescence artefact?], 7, 1.4, 2
